# Screening data deposited in PubChem BioAssay by several laboratories.
# CYP2C19 act: increases human CYP2C19 enzyme activity. P33261. recombinant CYP2C19, luciferin-H EGE luminescence; hits give high values; 0 = fully inhibited enzyme, 1 = untreated enzyme. activation factor at 5 µM. 96,000 tested, under 10 active. AID 1025;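 active = activation factor of at least 2 at 5 µM in the primary screen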;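 also: 0 = wells with 2.5 mM tranylcypromine and 1 = vehicle-only wells; values of inactives mirror those of a sister screen read the other way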
# Target sequence (P33261 whole entry, looked up): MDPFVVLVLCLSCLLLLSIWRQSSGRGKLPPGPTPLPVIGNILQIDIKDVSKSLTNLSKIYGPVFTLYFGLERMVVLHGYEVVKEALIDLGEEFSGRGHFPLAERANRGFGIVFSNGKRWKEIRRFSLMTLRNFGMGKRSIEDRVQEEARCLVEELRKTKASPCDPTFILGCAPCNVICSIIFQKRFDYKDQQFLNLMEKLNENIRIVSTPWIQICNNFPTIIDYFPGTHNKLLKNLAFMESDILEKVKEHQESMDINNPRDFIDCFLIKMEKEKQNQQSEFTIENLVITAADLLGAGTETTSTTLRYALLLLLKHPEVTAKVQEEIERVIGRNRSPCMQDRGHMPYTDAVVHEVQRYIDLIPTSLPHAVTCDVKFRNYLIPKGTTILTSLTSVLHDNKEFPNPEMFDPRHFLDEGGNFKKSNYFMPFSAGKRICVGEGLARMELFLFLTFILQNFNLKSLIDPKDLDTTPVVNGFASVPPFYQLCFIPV
# CYP2C19 inhib: inhibitors of human CYP2C19; P33261; CYP2C19 Supersomes, luciferin-H EGE luminescence, 30 min; inhibition, % at 5 µM; 21% of 96,000 active;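 active = CYP2C19 inhibition above a set limit at 5 µM in the primary screen, cut at about 50% in these data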;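 also: plate controls were negative control wells for no effect and 2.5 mM tranylcypromine positive control for full effect; values of inactives mirror those of a sister screen read the other way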
# ERa coact inh: blocks coactivator binding to human estrogen receptor alpha; inhibition, % at 25.6 µM; 1.7% of 86,000 active; AID 629; TR-FRET ER-alpha LBD / SRC-1 peptide, estradiol-bound; in the data active = inhibition above about 50%;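 also: 0% = receptor plus peptide control and 100% = peptide only without receptor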
# Target sequence (P03372 whole entry, looked up, the tested form may be a part): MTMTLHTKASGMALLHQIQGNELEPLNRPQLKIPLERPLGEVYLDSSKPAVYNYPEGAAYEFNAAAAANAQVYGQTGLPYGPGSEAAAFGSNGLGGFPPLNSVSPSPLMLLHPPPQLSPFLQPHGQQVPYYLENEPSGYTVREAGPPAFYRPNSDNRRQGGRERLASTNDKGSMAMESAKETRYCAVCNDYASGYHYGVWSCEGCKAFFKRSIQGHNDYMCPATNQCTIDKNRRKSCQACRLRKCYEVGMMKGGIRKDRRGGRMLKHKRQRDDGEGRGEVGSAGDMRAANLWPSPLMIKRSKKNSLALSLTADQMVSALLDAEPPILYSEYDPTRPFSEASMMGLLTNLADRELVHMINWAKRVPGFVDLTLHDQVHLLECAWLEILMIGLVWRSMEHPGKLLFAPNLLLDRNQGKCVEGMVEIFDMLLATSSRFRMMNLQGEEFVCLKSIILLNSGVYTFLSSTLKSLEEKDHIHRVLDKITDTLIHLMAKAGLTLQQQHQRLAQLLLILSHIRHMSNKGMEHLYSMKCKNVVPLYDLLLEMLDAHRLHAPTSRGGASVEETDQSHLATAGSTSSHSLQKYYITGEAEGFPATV
# H69AR growth 86K: blocks growth of human H69AR lung tumor cells | H69AR lung tumor viability, ATP luminescence, 72 h; hits give low values | viability, % at 10 µM | 6% of 85,000 active | AID 598;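 active = viability at or below 40%; inactive = viability above 40%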;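 also: multidrug resistant small cell line overexpressing MRP-1 efflux transporter; 100% = mean luminescence of untreated control wells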
# Mac1 fbg enh: CD11b/CD18-fibrinogen binding enhancement; 0.07% of 93,000 active; activation, % at 10 µM; K562 CD11b/CD18 adhesion to fibrinogen, ATPlite luminescence;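 active = 10 µM primary screen giving 50% or more activity, confirmed by 40% or more on retest at that dose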; also: strong numbers were not always called active
# ERa coact pot: enhances coactivator binding to human estrogen receptor alpha. P03372. TR-FRET ERalpha-LBD/SRC-Cy5 coactivator binding, 2 h; 100 = basal binding, no effect. coactivator binding (% of control), % at 25.6 µM. 1.3% of 86,000 active. AID 639; in the data active = activity above about 200%;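 also: binding measured in presence of low estradiol as agonist stimulus; 0% = peptide alone without receptor and 100% = receptor with peptide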
# Mac1 fbg inh: CD11b/CD18-fibrinogen binding inhibition; 0.54% of 93,000 active; inhibition, % at 10 µM; K562 CD11b/CD18 adhesion to fibrinogen, ATPlite luminescence; Mn2+ added to activate the integrin; P05107+P11215; AID 1497;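 active = primary inhibition of 50% or more at 10 µM, then 40% or more on retest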; also: some results filed as inactive read as strong as hits
# Fibroblast inh: blocks proliferation of human lung fibroblasts. LL 47 human lung fibroblast viability, ATP luminescence; hits give low values. viability, % at 10 µM. 1.1% of 85,000 active. AID 719;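 active = viability at or below 50% in the single dose screen; inactive = viability above 50%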;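 also: compound exposure lasted 72 h before the ATP readout; 100% = median luminescence of untreated cell-only wells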
#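 Signal: luminescent ATP detection, CellTiter-Glo; assay system: LL 47 human lung fibroblasts; input: 1,150 cells/well; incubation: overnight cell rest, 72 h compound treatment at 37 °C; measure: % viability versus median cells-only luminescence; medium: IMEM growth medium with 15% fetal bovine serum; dosing: compound addition at 0.1% DMSO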
# HUVEC prolif 384: human endothelial cell proliferation inhibition; HUVEC proliferation, CellTiter-Glo luminescence, 72 h; hits give low values; viability, % at 10 µM (by protocol); 1.1% of 86,000 active;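 active = viability at or below 30%; inactive = viability above 30%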;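 also: 100% = median luminescence of DMSO-only cell control wells on each plate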
# Starred values were filed as active, the others as inactive; . = not tested or not shown; [ ] = remark or other dose.
SMILES,CYP2C19 act,CYP2C19 inhib,ERa coact inh,H69AR growth 86K,Mac1 fbg enh,ERa coact pot,Mac1 fbg inh,Fibroblast inh,HUVEC prolif 384
CCCCn1c(-c2csc3c2CCC(C)C3)n[nH]c1=S (stereo not drawn),0.7,26,.,.,-3,.,21,.,.
CN(C(=O)c1ccc(=O)[nH]c1)C1(C(=O)NC2CCCCC2)CCCCC1,1.1,-11,8[fluorescence artefact?],94,-7,98,4,101,94
CC(=O)OCCN1C(=O)c2cccnc2C1=O,1.1,-15,-3,102,-1,110,-11,106,94
CC(C)C(NS(=O)(=O)c1ccc2c(c1)oc(=O)n2C)C(=O)N1CCN(C2CCCCC2)CC1 (stereo not drawn),1.1,-14,1,88,0,111,-2,97,101
COc1ccc(OCC(=O)Nc2ccccc2OC)cc1,0.4,63*,-6,74,-4,99,-3,101,108
N#Cc1c(NC(=O)CSc2nnc(-c3ccncc3)n2CC2CCCO2)sc2c1CCCC2 (stereo not drawn),0.3,69*,-4,.,1,115,1,90,92
CC(=O)N1C2CCCCC2S[C@H]2CCCCC21 (stereo partly drawn),1,0,-9,90,-2,115,-14,96,96
Cc1nc(NC2=NCN(Cc3cccnc3)CN2)nc2c(C)cccc12,1.1,-11,20[fluorescence artefact?],37*,6,111,-9,52,70
NC(=O)c1ccsc1NC(=O)COc1ccccc1,0.6,44,21,74,0,79,4,99,98
O=C(Cn1cnc2c(nnn2Cc2ccccc2)c1=O)N1CCCc2ccccc21,.,.,13,95,.,96,.,98,107
O=C(NCc1cccs1)C1CCCN1C(=O)Nc1ccccc1 (stereo not drawn),0.9,14,4,94,1,108,-16,96,90
Cc1cccc(NC(=O)Cn2c(C)c(C#N)c3ccccc32)c1C,0.1,87*,30[fluorescence artefact?],99,-2,161,23,91,93
CCc1nc(NCCN2CCOCC2)c2oc3ccccc3c2n1,0.4,57*,-4,69,-2,113,-14,114,90
Cn1c(=O)c2c(nc(CN3CCN(C(c4ccccc4)c4ccccc4)CC3)n2CC(N)=O)n(C)c1=O,1.2,-20,-6,61,-2,108,-4,96,99
CCO/C=N/c1c(C#N)c2c(c(=S)n1C)COC(C)(C)C2,0.3,66*,-5,105,-3,97,6,97,97
OCC(O)C(O)C(O)C(O)C1NCCS1 (stereo not drawn),1.1,-10,.,.,-4,.,-24,.,.
CSc1nnc2c(n1)OC=Nc1ccccc1-2,.,.,-33,87,.,105,.,92,92
COc1ccccc1NC(=O)c1ccc(N)cc1,0.8,15,-11,98,-2,111,2,97,84
O=C(Nc1ccc(F)cc1)C1CCCCC1,0.6,37,1,.,-4,115,-20,101,98
Cc1cc(NS(=O)(=O)c2ccc(NC(=O)NC3CCCCC3)cc2)no1,1.1,-10,-10,94,-3,107,-1,99,101
COc1ccccc1NC(=O)N1CCCC1C(=O)NCc1ccc2c(c1)OCO2 (stereo not drawn),0.8,18,-8,95,.,86,.,106,101
O=C(NCC1CCCO1)c1cc(C(=O)C2CC2)c[nH]1 (stereo not drawn),1.1,-7,.,.,-2,.,-15,.,.
O=C(COC(=O)C1CCCCC1)Nc1ccc(N2CCCCC2)cc1,0.8,18,22[fluorescence artefact?],38*,2,85,0,95,98
COc1cc(SC)ccc1C(=O)OC1CCOC1=O (stereo not drawn),0.6,35,-4,85,0,105,-20,103,90
O=C(CSc1n[nH]c(-c2ccccc2)n1)c1ccc(O)c(O)c1,0.4,64*,67*[fluorescence artefact?],27*,-7,49[fluorescence artefact?],3,94,62
SMILES,CYP2C19 act,CYP2C19 inhib,ERa coact inh,H69AR growth 86K,Mac1 fbg enh,ERa coact pot,Mac1 fbg inh,Fibroblast inh,HUVEC prolif 384
c1ccc(-c2nc(N3CCNCC3)nc3ccccc23)cc1,1,3,2,4.4*,1,100,-37,88,63
CC(C)N1CC23C=CC(O2)C(C(=O)OCc2ccccc2)C3C1=O (stereo not drawn),.,.,5,95,.,110,.,104,96
Cc1ccc(C(=O)N(c2ccccn2)C(C)c2ccco2)cc1 (stereo not drawn),0.2,80*,-1,101,3,105,0,105,90
Cc1ccc(-c2c3c(=O)n(C)c(=O)n(C)c3cn2Cc2ccccc2)cc1,1,0,-5,47,-7,96,-4,91,78
CC(=O)Oc1cccc(N2C(=O)C3C4C=CC(C4)C3C2=O)c1 (stereo not drawn),0.9,12,0,99,0,121[fluorescence artefact?],-6,94,90
Cc1nc2ccc(S(=O)(=O)NCC(=O)NCc3ccc4c(c3)OCO4)cc2s1,0.5,49,6,90,-4,97,8,93,103
CCn1ncc(Br)c1C(=O)Nc1cc(C)ccc1F,0.8,24,5,93,-1,111,-11,87,76
NS(=O)(=O)c1ccc(C(=O)O)cc1,.,.,-1,98,.,140,.,104,101
COc1cc(C(=O)N2CCC(c3nc(-c4cccnc4)no3)CC2)cc(OC)c1OC,1.1,-12,0,83,-2,102,7,95,96
O=C(Nc1nc(-c2cccc([N+](=O)[O-])c2)cs1)C(c1ccccc1)c1ccccc1,0.9,10,.,.,13,.,-9,.,.
COc1ccccc1CN(C(=O)c1ccco1)C(C(=O)NC1CCCC1)c1ccncc1 (stereo not drawn),0.4,63*,5,80,3,113,13,93,85
CCCCCCS(=O)Cc1ccccc1 (stereo not drawn),0.1,91*,4[fluorescence artefact?],92,-4,119,0,109,99
O=C(c1cccs1)N1CCN(C(=O)c2ccco2)c2ccccc2C1,0.6,43,-7,90,2,115,-8,101,93
CCOC(OCC)P(=O)(c1ccccc1)c1ccccc1,1.1,-6,-1,94,-3,108,12,100,98
CCCCNS(=O)(=O)c1ccc(OC)cc1,0.6,37,.,.,-4,.,-12,.,.
C=CCOc1ccccc1/C=C/C(=O)O,0.7,32,.,.,1,.,4,.,.
O=C(COc1ccc(S(=O)(=O)NC2CCCCC2)cc1)N1CCN(c2ccc(F)cc2)CC1,0.9,15,-1,90,0,109,0,95,83
CCOC(=O)Cn1nnc(-c2cccc(OC)c2)n1,0.9,11,-6[fluorescence artefact?],101,5,130,4,94,100
CC(C)N(Cc1nc(-c2ccccc2)no1)C(=O)CN1C(=O)c2ccccc2C1=O,.,.,-18,92,.,118,.,102,95
COc1cc(NS(=O)(=O)c2ccc(F)cc2)c(OC)cc1NC(C)=O,0,99*,-11,105,-2,128,0,101,92
COCc1cc(=O)[nH]c(/N=C(\N)Nc2ccccc2C)n1,1,-5,-10,88,-2,99,-12,102,95
CC(C)NC(=O)CN1C(=O)C(=O)c2ccccc21,.,.,-1,80,.,116,.,96,89
Cc1ccc(Cn2nnc3c(=O)n(CC(=O)OCc4ccccc4)cnc32)cc1,.,.,-19,92,.,102,.,86,75
COc1ccc(S(=O)(=O)Nc2ccc3c(c2)OCO3)cc1C,0,99*,6,90,-3,83,-3,100,101
COc1ccc(-c2n[nH]c(C)c2-c2ccc(OC)c(OC)c2)c(O)c1,0,98*,1,15*,-3,115[fluorescence artefact?],2,78,49

# A second format for 3 compounds above.
Molecule | CYP2C19 act | CYP2C19 inhib | ERa coact inh | H69AR growth 86K | Mac1 fbg enh | ERa coact pot | Mac1 fbg inh | Fibroblast inh | HUVEC prolif 384
COc1ccccc1CN(C(=O)c1ccco1)C(C(=O)NC1CCCC1)c1ccncc1 (stereo not drawn) | 0.4 | 63* | 5 | 80 | 3 | 113 | 13 | 93 | 85
CCOC(OCC)P(=O)(c1ccccc1)c1ccccc1 | 1.1 | -6 | -1 | 94 | -3 | 108 | 12 | 100 | 98
O=C(Nc1nc(-c2cccc([N+](=O)[O-])c2)cs1)C(c1ccccc1)c1ccccc1 | 0.9 | 10 | . | . | 13 | . | -9 | . | .

# Continuation:
SMILES,CYP2C19 act,CYP2C19 inhib,ERa coact inh,H69AR growth 86K,Mac1 fbg enh,ERa coact pot,Mac1 fbg inh,Fibroblast inh,HUVEC prolif 384
Nc1c(S(=O)(=O)c2cccc(Cl)c2)c2nc3ccccc3nc2n1/N=C/c1ccc(O)c(O)c1,1.1,-13,6,1.3*,-2,87[fluorescence artefact?],-20,14*,6.0*
COc1cc(C(=O)Oc2cccc(C)c2)cc(OC)c1OC,0.9,10,1,92,3,75,-9,99,101
CCC(=O)Nc1ccc2nc(SCC(=O)N3CCCC3)sc2c1,0.9,12,22,86,10,48[fluorescence artefact?],-6,103,98
CCNc1nc(NC(C)C)nc(OCCOC(=O)Nc2ccccc2)n1,.,.,-13,77,.,110,.,90,90
O=C(NCCO)c1ccc2nc(-c3ccco3)c(-c3ccco3)nc2c1,0.9,10,64*,65,-1,16[fluorescence artefact?],-12,99,83
CCOc1ccc(OCc2ccc(C(=O)N3CCCC3)o2)cc1,0.6,39,17,97,3,105,-7,112,104
COc1cccc(N2CCN(Cc3nc(N)nc(Nc4ccccc4)n3)CC2)c1,1,-3,-6,79,2,109,16,97,90
COC(=O)Cn1ncn2c(cc3oc(C)cc32)c1=O,1.1,-14,7[fluorescence artefact?],108,-2,131,-16,111,96
Cc1cc(C)n2cc(CSCc3ccco3)nc2n1,0.9,9,10,79,6,87[fluorescence artefact?],-54,100,101
Cc1cccc(-n2ncc3c(NCc4cccs4)ncnc32)c1,0.9,11,1,42,-8,102,0,94,64
Cn1nnnc1P(=O)(c1ccccc1)c1ccccc1,1.1,-14,6[fluorescence artefact?],92,0,115[fluorescence artefact?],-4,98,94
COc1ccc(CNC(=O)c2ccc(-c3ccccc3)cc2)cc1,1,3,.,.,-2,.,2,.,.
CN(C)S(=O)(=O)c1ccc2c(c1)C(CC(=O)O)OC2=O (stereo not drawn),1.1,-5,3,98,-2,106[fluorescence artefact?],-6,99,91
COc1ccc(CN2CCN(S(=O)(=O)c3ccc(F)cc3)CC2)c(OC)c1OC,0.1,87*,-3,90,-2,102[fluorescence artefact?],-34,89,94
COc1ccc(C(c2sc3nc(C)nn3c2O)N2CCC(O)CC2)cc1OC (stereo not drawn),1,-4,2,103,-4,107,7,109,102
CC(C)C1Nc2ccc(S(N)(=O)=O)cc2C2C=CCC21 (stereo not drawn),0.3,69*,2,83,10,118[fluorescence artefact?],-10,96,85
CCCc1nc(NCc2ccccn2)c2nnn(Cc3ccccc3F)c2n1,0.7,31,0,75,.,85,.,88,94
CS(=O)(=O)N(CC(=O)N1CCN(c2ccccc2F)CC1)c1ccc2c(c1)OCCO2,0.7,35,-30,85,-7,107,3,101,103
CC1OC2(OC1C)C(=O)Nc1ccccc12 (stereo not drawn),0.8,25,5,80,-1,100,-11,102,90
COc1cc(NC(=O)c2ccc(NS(=O)(=O)c3c(C)noc3C)cc2)cc(OC)c1,0.9,14,.,.,-3,.,-4,.,.
COc1ccc(F)cc1S(=O)(=O)NC1CCCC1,0.2,80*,9,98,-4,112,2,96,85
COc1ccc(OC)c(-n2c(-c3ccccc3)n[nH]c2=S)c1,0.6,44,4,88,0,113[fluorescence artefact?],2,98,102
CC(C)Sc1nc2sc3c(c2c2nnc(SCC(=O)NCc4ccco4)n12)CCCC3,0.2,77*,35[fluorescence artefact?],55,51,159,-8,101,99
CC(C)(O)c1cn(-c2nonc2N)nn1,.,.,1,90,.,107,.,101,100
Cc1ccc(Cn2nnc3c(=O)n(CC(=O)N4CCCc5ccccc54)cnc32)cc1,.,.,-27,98,.,110,.,102,106

# Exported as tab-separated lines: three of the compounds above
Molecule	CYP2C19 act	CYP2C19 inhib	ERa coact inh	H69AR growth 86K	Mac1 fbg enh	ERa coact pot	Mac1 fbg inh	Fibroblast inh	HUVEC prolif 384
CCOC(=O)Cn1nnc(-c2cccc(OC)c2)n1	0.9	11	-6[fluorescence artefact?]	101	5	130	4	94	100
O=C(COc1ccc(S(=O)(=O)NC2CCCCC2)cc1)N1CCN(c2ccc(F)cc2)CC1	0.9	15	-1	90	0	109	0	95	83
Cc1ccc(Cn2nnc3c(=O)n(CC(=O)OCc4ccccc4)cnc32)cc1	.	.	-19	92	.	102	.	86	75

# Not a hit list; 26% or so of the library scored in one or more.
